# SNCA viab count – GF-AFC viability counterscreen for inhibitors of alpha-synuclein gene (SNCA) expression; 150,000 tested, 0.12% active; Potency, µM (doses to about 57.1 µM), for the others: at the highest dose activity change, negative = cytotoxicity, actives largely listed as cytotoxic; AID 1671193, 2021; HEK-293-SNCA-luc viability, GF-AFC fluorescence, 24 h;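 further: potency means the concentration at half of the fitted maximal effect; 0% = DMSO-treated cells and -100% = medium-only wells without cells; nearly all actives have a fitted effect of over 30% in size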
#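 Cytotoxicity counterscreen: after 24 h compound treatment of genome-edited SNCA-luciferase HEK-293 cells, live-cell protease substrate GF-AFC read by fluorescence after 30 min; activity scaled between DMSO (0%) and medium-only (-100%), curves Hill-fitted.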
# NIH3T3 tox – Cytotoxic Profiling in NIH 3T3 Cell Line of Diverse Libraries Using Quantitative High-Throughput Screening; NIH 3T3 viability, CellTiter-Glo ATP luminescence, 48-72 h; Potency, µM (series often up to 96.7 µM), inactives show at the top dose activity change, negative = cytotoxicity, usual class: inhibitors; 94,000 tested, 4.3% active; further: potency means the concentration at half of the fitted maximal effect; nearly all actives have a fitted effect of over 55% in size
#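 Mouse fibroblast NIH 3T3 cells, 400 per well, received compound via pintool and were incubated for 48 or 72 hr prior to CellTiter-Glo ATP luminescence measurement.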
# FLuc inh – Firefly luciferase inhibition profiling of diverse chemical library using quantitative high-throughput screening | purified P. pyralis luciferase, luminescence, biochemical | Potency, µM (series often up to 115 µM), inactives show at the highest dose activity change, negative = inhibition, most hits filed as inhibitors | 76,000 tested, 2.5% active | Luciferin 4-monooxygenase (Photinus pyralis), P08659; further: potency means the concentration at half of the fitted maximal effect; nearly all actives have a fitted effect of over 65% in size
# Target sequence (P08659 whole entry, looked up): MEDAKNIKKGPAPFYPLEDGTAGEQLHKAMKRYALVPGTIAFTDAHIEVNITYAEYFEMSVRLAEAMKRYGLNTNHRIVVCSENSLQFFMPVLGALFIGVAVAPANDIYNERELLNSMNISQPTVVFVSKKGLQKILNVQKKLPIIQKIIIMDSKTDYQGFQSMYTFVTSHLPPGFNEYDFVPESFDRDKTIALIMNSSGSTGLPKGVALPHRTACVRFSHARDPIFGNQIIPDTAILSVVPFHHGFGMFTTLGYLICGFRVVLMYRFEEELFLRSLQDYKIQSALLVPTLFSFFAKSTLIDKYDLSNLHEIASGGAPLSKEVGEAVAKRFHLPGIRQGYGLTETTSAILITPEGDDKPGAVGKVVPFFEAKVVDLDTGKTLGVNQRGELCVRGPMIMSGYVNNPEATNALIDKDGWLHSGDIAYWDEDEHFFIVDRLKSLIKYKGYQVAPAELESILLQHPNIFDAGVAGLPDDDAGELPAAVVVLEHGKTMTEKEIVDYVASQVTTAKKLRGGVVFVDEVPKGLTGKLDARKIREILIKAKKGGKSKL
#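 Purified P. pyralis luciferase (10nM final) in 50mM Tris acetate pH 7.5, 10mM Mg acetate, 0.01% Tween-20, 0.05% BSA with 10uM D-luciferin and 10uM ATP. Compounds titrated qHTS. Luminescence imaged on CCD.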
# GPT2 inh – Primary qHTS assay for inhibitors of Glutamate pyruvate transaminase 2 (GPT2); Potency, µM (highest dose often 57.7 µM), for the others: at the highest dose activity change, negative = inhibition, actives largely listed as inhibitors; Recombinant GPT2, coupled pyruvate oxidase/HRP Amplex Red fluorescence; 100,000 tested, 0.25% active; AID 1671188, 2021; further: potency means the concentration at half of the fitted maximal effect; nearly all actives have a fitted effect of over 60% in size; many of its hits are not listed in these tables
# Target sequence (Q8TD30 whole entry, looked up): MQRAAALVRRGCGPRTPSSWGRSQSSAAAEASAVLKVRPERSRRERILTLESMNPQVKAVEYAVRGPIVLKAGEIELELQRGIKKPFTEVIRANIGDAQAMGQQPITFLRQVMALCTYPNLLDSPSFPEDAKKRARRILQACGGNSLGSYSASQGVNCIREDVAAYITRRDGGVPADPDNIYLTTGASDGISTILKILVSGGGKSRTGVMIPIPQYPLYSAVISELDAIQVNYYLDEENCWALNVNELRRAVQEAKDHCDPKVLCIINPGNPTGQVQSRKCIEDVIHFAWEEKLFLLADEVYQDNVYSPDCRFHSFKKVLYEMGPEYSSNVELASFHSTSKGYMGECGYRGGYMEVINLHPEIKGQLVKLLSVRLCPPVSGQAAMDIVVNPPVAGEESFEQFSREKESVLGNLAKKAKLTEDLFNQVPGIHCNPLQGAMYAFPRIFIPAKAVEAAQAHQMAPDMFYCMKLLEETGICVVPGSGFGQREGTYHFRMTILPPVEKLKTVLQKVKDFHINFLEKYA
#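 Recombinant GPT2 (10ng/uL) with 250uM a-KG and 2mM L-alanine, 30 min at room temperature, in HEPES pH 7.5 buffer. Pyruvate detected by pyruvate oxidase/HRP/Amplex Red fluorescence after 30 min in the dark; AOA (50uM) as positive control.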
# IP6K1 inh – Primary qHTS assay for small molecule inhibitors of Inositol hexaphosphate kinase 1 (IP6K1); activity change, % (series mostly up to about 58 µM); IP6K1 kinase, ADP-Glo luminescence, 2 h; stronger effect = lower value; 140,000 tested, 0.81% active; Inositol hexakisphosphate kinase 1 (Homo sapiens), Q92551; in the data active means activity change below about -25%
#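 ADP-Glo luminescence measures ADP made by human IP6K1 during a 2 h RT reaction with ATP/IP6 (mix at 1.3 mM/130 uM); top library doses 57.5 and 19.1 uM final.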
# SNCA expr inh – Primary qHTS assay for inhibitors of alpha-synuclein gene (SNCA) expression; HEK-293 SNCA-luciferase knock-in, luminescence, 24 h; Potency, µM (series often up to 57.2 µM), for inactives: top-dose activity change, negative = inhibition, most hits filed as inhibitors; 140,000 tested, 0.17% active;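 further: potency means the concentration at half of the fitted maximal effect; plate controls were DMSO cells for no effect and cell-free wells for full effect; nearly all actives have a fitted effect of over 45% in size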
# HEK cytotox – Cytotoxic Profiling in HEK 293 Cell Line of Diverse Libraries Using Quantitative High-Throughput Screening. 94,000 tested, 6.6% active. HEK 293 viability, ATP luminescence (CellTiter-Glo), 48-72 h. Potency, µM (top dose mostly 115 µM), without a hit: at the top dose activity change, negative = cytotoxicity, usual class: inhibitors; further: potency means the concentration at half of the fitted maximal effect; nearly all actives have a fitted effect of over 60% in size
#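 Luminescence from cellular ATP, measured with CellTiter-Glo, indicates HEK 293 viability. Cells plated at 250 cells/well are treated with compound for 48 or 72 hr at 37 degree Celsius before reagent addition.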
# The depositor's hits bear a star; i = inactive; ? = inconclusive; / = not tested or not shown; [ ] = another dose, or the depositor's remark. Unless noted, the call rests on the fitted dose curve; in most records, active means well fitted curve in the direction sought with a large enough effect; inconclusive means small, poorly fitted or top-dose-only effect, or another doubt; inactive means no such curve, though single readings can be large; an effect the other way counts as inactive or inconclusive. Unless noted, on the % scale 0 is the no-effect control and ±100 the full control effect.
SMILES,SNCA viab count,NIH3T3 tox,FLuc inh,GPT2 inh,IP6K1 inh,SNCA expr inh,HEK cytotox
CN(C)c1ccc(CN2CCNc3cc(-c4ccccc4)ncc3C2)cc1,?,?,-6%[172 µM],i,-9,13%[87.6 µM],?
Cc1nc2nc(C)c(CCC(=O)NCc3cccc(Cl)c3)c(C)n2n1,-2%,/,/,/,18,0%,/
Cc1nn(C)c(C(=O)N[C@H]2CCOC[C@H]2C2CCOCC2)c1Cl,-5%,-20%,0%,i,10,-7%,-6%
CCOC(=O)c1c(C)oc2nc(C)nc(NCC3CCN(Cc4ccc(F)cc4)CC3)c12,0%,/,/,/,27,-6%,/
O=C(NCc1cccnc1)[C@@H]1C[C@@H](O)CN1C1CCN(C(=O)c2cccs2)CC1,5%,-4%,-8%,i,-5,25%,2%
Cc1cnc(C(=O)NC2C[C@H]3CC[C@@H](C2)N3C(=O)c2nn(C)c3ccccc23)cn1 (some centres not stated),0%,i,-3%,3%,19,9%,i
COc1ccc(-c2ccnc3nc(-c4cccs4)nn23)cc1OC,6%,7.1µM*,-17%,i,-5,48%[activator],?
O=C(C1CC1)N1CCC(c2nnc3n2C(C(=O)N2CCOCC2)CC3)CC1 (configuration not stated),2%,i,/,0%,-3,9%,i
CCOC(=O)c1c(C)[nH]c(C)c1S(=O)(=O)N1CCC(C(=O)Nc2ccc(OCC)cc2)CC1,0%,/,/,/,-1,30%,/
COc1ccc(CNC(=O)Nc2ncc([N+](=O)[O-])s2)cc1,?,/,/,i,-11,/,/
O=c1oc2c(CN3CCOCC3)c(O)ccc2cc1-c1ccc(Cl)cc1,?,/,/,/,0,?,/
COC(=O)CNC(=O)N1CC2CC(C1)[C@H]1CCCC(=O)N1C2 (some centres not stated),-16%,1%,-3%,0%,11,2%,11%
CCc1cccc(NC(=O)Cn2c(=O)n(Cc3ccccc3)c(=O)c3c(C)c(C(=O)N(C)C)sc32)c1,-13%,/,/,/,-13,13µM*,/
COC[C@@H]1CN(Cc2cccc(C#N)c2)C[C@H]1C(=O)N(C)C,-16%,-5%,4%,-3%,10,7%,-4%
Cc1cccc(C(=O)N2CCC(Oc3ccc(-c4noc(C(C)C)n4)cc3)C2)c1 (configuration not stated),-25%,-32%,0%,i,1,-22%,-27%
Cc1ccc(C(=O)N2CCC(OC3CCN(C)CC3)CC2)s1,5%,-6%,-7%,i,11,1%,-3%
O=C(CC1COCCN1C(=O)CCn1ccccc1=O)N1CCCCCC1 (configuration not stated),-5%,-1%,-3%,-10%,11,-8%,-10%
COc1ccc(NC(=O)Cn2c(=O)oc3cc(S(=O)(=O)N4CCC(C)CC4)ccc32)c(OC)c1,-3%,/,/,/,13,-16%,/
COc1ccccc1N1CCN(C(=O)CCS(=O)(=O)c2cc(Br)cc3c2N(C(C)=O)CC3)CC1,-14%,/,/,/,6,-18%,/
CCN1CCN(c2oc(-c3ccc(COc4ccc(C)cc4)o3)nc2C#N)CC1,3%,/,/,/,-10,-23%,/
CCNC(=O)N[C@H]1C[C@@H](Cc2cc(COc3ccccc3)on2)C1(C)C,-10%[87.6 µM],?,-24%[172 µM],-21%[88.5 µM],5,39%[activator][87.6 µM],89µM*
Cc1ccccc1NC(=O)Cn1c(=O)n(CCCCCC(=O)NCc2ccc3c(c2)OCO3)c(=O)c2sccc21,-19%,/,/,/,7,-14%,/
O=C(C[C@@H]1CCNC[C@@H]1Cc1cc(CSc2ccccc2)on1)N1CCN(c2ccccc2)CC1,-19%,25µM*,-23%,-2%,1,?,?
COc1ccc(C(=O)N2C[C@@H]3OCC(=O)N(Cc4cccnc4)[C@@H]3C2)cc1,?,-12%[174 µM],-1%[172 µM],i,12,5%[87.6 µM],-6%[172 µM]
CC1(c2ccccc2)CC(C)(C)N(C(=O)c2ccccc2Cl)c2ccccc21 (configuration not stated),7%,/,/,/,0,-17%,/
C[S+](=O)([O-])c1ccc(-c2cnc3[nH]cc(CC(=O)N4CCOCC4)c3c2)cc1,-7%[87.6 µM],45µM*,2%[172 µM],-5%[88.5 µM],-13,9%[87.6 µM],-3%[172 µM]
COCCNC(=O)[C@@H]1C[C@@H](O)CN1C1CCN(C(=O)CCc2c[nH]c3ccccc23)CC1,11%,-6%,8%,i,36,2%,-4%
Cc1cc(C)c(S(=O)(=O)c2nnn3c2nc(NC2CCCC2)c2ccccc23)c(C)c1,1%,-22%,/,i,3,-2%,-10%
COc1ccc(C(=O)Nc2nnc(S(=O)(=O)N(C)c3ccc(C)cc3)s2)cc1,0%,/,/,/,0,8%,/
Cc1nc2cccnc2n1CC1CCCN(S(=O)(=O)c2ccc(F)cc2F)C1 (configuration not stated),-1%,?,4%,i,-2,-11%,?
CSc1ccc(CCNC(=O)c2cc3n(n2)CCCN(Cc2ccc(C)cc2)C3=O)cc1,5%,/,/,/,0,18%,/
COC(=O)c1ccccc1NC(=O)c1ccc(COc2cc(C)cc(C)c2)o1,-4%,/,/,/,7,29%,/
COCC(=O)N(C1CCOCC1)C1CCN(S(=O)(=O)c2c(C)nn(C)c2C)CC1,-4%,-8%,4%,i,-3,3%,1%
CC(C)OC(=O)N1CCC(Oc2ccc3c(cnn3CCC(=O)O)c2)CC1,1%[87.6 µM],?,-20%[172 µM],-7%[88.5 µM],-9,-15%[87.6 µM],4%[172 µM]
CCCN1C(CC(C)C)=NS(=O)(=O)c2cc(NC(=O)c3ccccc3Cl)ccc21,-10%,-18%,5%,i,-9,24%,4%
CCN(CC)CCNC(=O)C1CCN(C(=O)c2cnn(-c3ccccc3)c2-n2cccc2)CC1,5%,/,/,/,-10,-1%,/
O=C(NCc1nnc2cc(-c3nc(C4CC4)no3)ccn12)C1CCCCC1,-18%,0%,0%,i,7,-10%,?
CC(=O)NCC(=O)N1C[C@@H](COc2cccnc2)[C@H](c2ccccn2)C1,3%,-15%,4%,3%,1,3%,-5%
CN(Cc1nccn1C)C(=O)c1csc2nc(-c3ccc(C(F)(F)F)cc3)cn12,-3%,?,40µM*,-11%,1,12%,40µM*
CC1=C[C@@H](CN2CCC(CO)CC2)[C@H](C(C)C)C[C@H]1Cc1nnc(-c2ccc([N+](=O)[O-])cc2)o1,-11%,?,1%,2%,-8,14%,?
COCCN(Cc1c(C)nn(C)c1C)C(=O)[C@H]1CC[C@@H](N)C1,3%,-5%,2%,-2%,-4,8%,-12%
c1ccc(-c2nc(NCc3cc4n(n3)CCCNC4)c3ccccc3n2)cc1,-20%,?,-4%,-16%,14,-9%,?
Cc1noc(C)c1[S+](=O)([O-])NC1CCN(Cc2cccc(-c3ccc(F)c(F)c3)c2)CC1,/,14µM*,/,/,8,/,25µM*
Cc1ccc(NC(=O)N2CCCC(Cn3cnc4cccnc43)C2)cc1Cl (configuration not stated),-1%,-26%,-9%,i,12,6%,?
O=C(COc1ccccc1)NC1CCCc2c1[nH]c1ccc(F)cc21 (configuration not stated),6%,-15%,1%,-3%,0,-22%,?
Nc1ncnc2c1c(-c1ccc(Cl)cc1)nn2-c1cccc(-c2cnnn2Cc2cccc(-c3ccccc3)c2)c1,?,/,/,-4%,-5,/,/
COc1ccc(-n2c(CCN)n[nH]c2=O)c(C)c1,4%,1%,12%,1%,4,18%,i
CCc1ccccc1N1CC(c2nc3ccccc3n2CCCCOc2ccccc2OC)CC1=O (configuration not stated),2%,/,/,/,-13,22%,/
O=C(c1cccnc1)N1CCC2(CC1)NCCc1c2[nH]c2ccccc12,5%[12.5 µM],-15%,-5%,i,8,?,-5%
CCN1CCN(C(c2cccc(Cl)c2)c2c(O)cc(C)n(CCOC)c2=O)CC1 (configuration not stated),-1%,/,/,/,-12,17%,/
CCOc1ccccc1CCCN1CC2(CCNCC2)CCC1=O,-17%,?,2%,i,6,1%,?
Cc1cc2ncc(C(=O)NC(C)CCc3ccccc3)cn2n1 (configuration not stated),-10%[87.6 µM],?,/,i,3,-23%[87.6 µM],?
O=C(NC1CCN(c2cc(-c3cccs3)[nH]n2)C1)c1ccc(Br)o1 (configuration not stated),-10%,i,12%,?,-7,-25%,?
O=C(NCc1cccc(C(F)(F)F)c1)C1CN(c2cccc(Cl)c2)C(=O)N1 (configuration not stated),4%,?,-3%,i,2,-8%,?
CC1=C[C@@H](CNS(=O)(=O)c2cccc(C#N)c2)[C@H](C(C)C)C[C@H]1CC(=O)NCc1cccnc1,-8%,-6%,3%,?,19,42%[activator],-9%
COCCCN(CCC(=O)NCCc1ccccc1)C(=O)c1cc(C)oc1C,?,?,-12%,3%,26,20%,?
Cc1cc(F)ccc1OC1CN(CCC(C)C)C1,-7%[87.6 µM],2%[138 µM],-1%[172 µM],i,13,-4%[87.6 µM],i
COC[C@@H]1CCCN1CCC(=O)Nc1ccc(C(=O)OC)cc1,2%,-14%,-1%,-5%,0,6%,-3%
O=C(NCCc1ccccc1)C1CCCN(C2CCN(Cc3nccs3)CC2)C1 (configuration not stated),6%,-19%,0%,-17%,9,13%,-10%
Cc1ccc(-n2c(C3CCN(C(=O)c4cc(C)cc(C)c4)CC3)n[nH]c2=O)cc1,9%,?,-5%,4%,2,-5%,-2%

# A different layout for 5 compounds above.
Molecule | SNCA viab count | NIH3T3 tox | FLuc inh | GPT2 inh | IP6K1 inh | SNCA expr inh | HEK cytotox
COCCN(Cc1c(C)nn(C)c1C)C(=O)[C@H]1CC[C@@H](N)C1 | 3% | -5% | 2% | -2% | -4 | 8% | -12%
c1ccc(-c2nc(NCc3cc4n(n3)CCCNC4)c3ccccc3n2)cc1 | -20% | ? | -4% | -16% | 14 | -9% | ?
Cc1noc(C)c1[S+](=O)([O-])NC1CCN(Cc2cccc(-c3ccc(F)c(F)c3)c2)CC1 | / | 14µM* | / | / | 8 | / | 25µM*
Cc1ccc(NC(=O)N2CCCC(Cn3cnc4cccnc43)C2)cc1Cl (configuration not stated) | -1% | -26% | -9% | i | 12 | 6% | ?
O=C(COc1ccccc1)NC1CCCc2c1[nH]c1ccc(F)cc21 (configuration not stated) | 6% | -15% | 1% | -3% | 0 | -22% | ?

# Source: PubChem

# Hits appear at their usual frequency; 7.8% or so of the library scored in one or more.
